Compound activity from PubChem.
M18AAP inhibitor = PfM18AAP inhibitors, malaria aminopeptidase, primary screen, biochemical, QFRET, recombinant enzyme | H-Glu-NHMec fluorogenic cleavage | inhibition, % at 7.35 µM | 290,000 compounds, 1.2% hits;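 active = inhibition above the campaign mean inhibition over all tested compounds plus 3 SD, cut at about 28% in these data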;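 also: 0% = plate median of test compound wells and 100% = 2 mM ZnCl2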
pCIP destab = p/CIP-EGFP fusion destabilizers, primary screen, fluorescence, F442A cells. Q05BA5. 16 h. decrease of EGFP signal, % at 10 µM. 290,000 compounds, 0.01% hits. AID 1984, 2009;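 active = EGFP signal decrease of at least 30% at 10 µM or well 3 SD below plate mean, unless failing retest; inactive = the rest, including hits failing retest or dose response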; also: some compounds called inactive have numbers as strong as hits; many of its hits are not listed in these tables
Target sequence (Q05BA5 1-1403): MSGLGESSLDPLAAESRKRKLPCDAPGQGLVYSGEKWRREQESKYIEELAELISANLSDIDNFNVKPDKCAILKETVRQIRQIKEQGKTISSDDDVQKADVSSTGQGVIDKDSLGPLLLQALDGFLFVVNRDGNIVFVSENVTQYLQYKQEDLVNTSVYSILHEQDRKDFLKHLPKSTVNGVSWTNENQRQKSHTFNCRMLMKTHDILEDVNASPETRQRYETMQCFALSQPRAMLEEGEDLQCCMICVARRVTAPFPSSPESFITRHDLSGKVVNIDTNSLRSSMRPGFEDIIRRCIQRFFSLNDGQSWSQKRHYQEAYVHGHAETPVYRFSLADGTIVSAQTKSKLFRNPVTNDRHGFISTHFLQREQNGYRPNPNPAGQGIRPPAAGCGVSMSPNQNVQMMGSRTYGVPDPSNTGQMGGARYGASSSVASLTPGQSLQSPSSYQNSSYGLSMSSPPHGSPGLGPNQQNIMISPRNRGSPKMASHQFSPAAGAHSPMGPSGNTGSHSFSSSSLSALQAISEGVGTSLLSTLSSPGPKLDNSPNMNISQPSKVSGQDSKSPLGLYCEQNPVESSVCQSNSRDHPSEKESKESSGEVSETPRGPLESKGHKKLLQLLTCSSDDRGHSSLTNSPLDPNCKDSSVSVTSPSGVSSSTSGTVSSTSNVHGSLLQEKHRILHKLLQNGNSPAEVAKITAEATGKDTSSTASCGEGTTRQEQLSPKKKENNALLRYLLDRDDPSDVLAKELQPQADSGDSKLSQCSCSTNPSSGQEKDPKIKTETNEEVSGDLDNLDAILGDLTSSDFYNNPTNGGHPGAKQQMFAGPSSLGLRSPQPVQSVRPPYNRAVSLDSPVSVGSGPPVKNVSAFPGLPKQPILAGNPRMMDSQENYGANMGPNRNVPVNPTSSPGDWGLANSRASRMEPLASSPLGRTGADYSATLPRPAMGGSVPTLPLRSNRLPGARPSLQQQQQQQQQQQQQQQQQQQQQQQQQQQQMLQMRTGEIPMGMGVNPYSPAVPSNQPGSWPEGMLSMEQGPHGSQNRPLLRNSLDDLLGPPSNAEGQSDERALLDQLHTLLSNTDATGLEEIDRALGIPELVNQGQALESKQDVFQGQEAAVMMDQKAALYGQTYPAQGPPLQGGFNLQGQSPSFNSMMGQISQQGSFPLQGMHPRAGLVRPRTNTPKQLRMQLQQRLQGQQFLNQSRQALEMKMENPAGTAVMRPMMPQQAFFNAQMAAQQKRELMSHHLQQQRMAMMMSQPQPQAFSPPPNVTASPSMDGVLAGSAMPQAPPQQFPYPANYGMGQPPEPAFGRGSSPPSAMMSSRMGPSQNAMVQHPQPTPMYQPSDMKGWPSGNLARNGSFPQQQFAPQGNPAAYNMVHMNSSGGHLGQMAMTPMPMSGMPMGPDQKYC
VIM-2 inh = VIM-2 metallo-beta-lactamase inhibitors, primary screen, biochemical, epi-absorbance readout, Pseudomonas aeruginosa enzyme | 290,000 compounds, 0.89% hits | inhibition, % at 5.6 µM | purified VIM-2, nitrocefin hydrolysis, epi-absorbance fluorescence | AID 1527, 2009;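 active = inhibition above the mean of all tested compounds plus 3 SD, cutoff set per screening run, cut at about 7.5% in these data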;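 also: red hydrolysis product quenches plate fluorescence so inhibitors raise well fluorescence; 0% = enzyme with DMSO and 100% = DMSO without enzyme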
SUMO HTRF inh = inhibitors of in vitro SUMOylation cascade, primary screen, biochemical, HTRF, uHTS | SUMO-conjugating enzyme UBC9 (Homo sapiens), P63279 | HTRF SUMOylation assay, SAE1/SAE2 + UBC9 | inhibition, % at 35 µM | 290,000 compounds, 0.36% hits; in the data active = inhibition above about 50%, passing the limit was not always enough; also: strong numbers were not always called active
HCV NS3 hel inh = inhibitors of HCV NS3 helicase, primary screen, biochemical, Cy5 molecular beacon fluorescence | AID 1800, 2009 | 290,000 compounds, 0.56% hits | NS3 helicase DNA unwinding | Hepatitis C virus NS3 helicase | inhibition, % at 10.9 µM;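 active = inhibition above the mean of all tested compounds plus 3 SD, set per campaign, cut at about 35% in these data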;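 also: 0% = DMSO wells and 100% = thioflavine S control wells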
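Control set: DMSO versus 110 µM thioflavine S; Material: NS3 helicase fragment of HCV; Measured by: Cy5 fluorescence at 0 and 60 min, beacon hairpin quenching; Read-out basis: percent inhibition from t60/t0 fluorescence ratio; Times: reaction time 60 min, 25 °C; Repeats: single replicate; Compound dosing: single dose, 10.9 µM nominal final, DMSO 0.8% final.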
IDE cell activ = human IDE activators in live cells, primary screen, fluorescence polarization, HEK cells, FAbeta-B substrate | Insulin-degrading enzyme (Homo sapiens), P14735 | FAbeta-B cleavage; 0% vehicle, 100% cell-free pure enzyme wells | activation, % at 5.96 µM | 340,000 compounds, 0.073% hits | AID 493087, 2011;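 active = activation above the mean of all tested compounds plus 3 SD, set per screening campaign, cut at about 17% in these data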
IMP-1 inhibitor = IMP-1 metallo-beta-lactamase inhibitors, primary screen, biochemical, epi-absorbance readout, Pseudomonas aeruginosa enzyme. purified IMP-1, nitrocefin hydrolysis, epi-absorbance fluorescence. inhibition, % at 5.6 µM. 290,000 compounds, 0.45% hits. AID 1556, 2009;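 active = inhibition above the mean plus 3 SD of all compounds in the same screening run, cut at about 4.5% in these data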;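 also: 0% = IMP-1 with DMSO and 100% = DMSO wells lacking enzyme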
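Test system: recombinant IMP-1 enzyme, purified / Medium: HEPES buffer pH 7.1 with ZnSO4 and Brij 35 / Doses: single dose, 5.6 µM / Times: 25 °C, 15 min preincubation, 25 min reaction / Detection: Epi-absorbance via hydrolysed-nitrocefin quenching of white-plate fluorescence, 480/530 nm, EDTA stop / Evaluation: percent inhibition from optical density relative to buffer-blank wells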
FID counter = compounds displacing fluorescent DNA intercalator, primary screen, artefact control for HCV NS3 helicase inhibitor project, biochemical, FID fluorescence; DNA fluorescent intercalator displacement; AID 1845, 2009; inhibition, % at 7.9 µM; 290,000 compounds, 0.17% hits; in the data active = inhibition above about 37%;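 also: 0% = vehicle and 100% = reference compound; higher means more ethidium bromide displaced from hairpin DNA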
IDE cell inh = human IDE inhibitors in live cells, primary screen, fluorescence polarization, HEK cells, FAbetaB substrate; FAbetaB cleavage; inhibition, % at 5.59 µM; 320,000 compounds, 0.41% hits; AID 434962, 2010;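 active = percent inhibition above the average of all tested compounds plus 3 SD, set per screening campaign, cut at about 16% in these data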;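 also: IDE supplied by intact live HEK cells; FP after avidin binding of uncleaved biotin substrate so inhibition keeps polarization high; 0% = DMSO wells and 100% = 60 µM reference IDE inhibitor Ii1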
* hit, by the source's call; . = not tested or not shown.

1	CCOc1ccccc1NC(=O)CCS(=O)(=O)c1ccc2c(c1)CCN2C(C)=O
2	Clc1ccc(-c2nc(C3CCCCC3)no2)cc1
3	CC(=O)/C=C1/SC(CC(=O)O)C(=O)N1c1ccccc1 (stereo unspecified)
4	O=C(Nc1ccc(NC(=O)C2CC2)cc1)c1ccco1
5	COc1ccccc1NC(=O)NNC(=O)c1ccc2ccccc2c1
6	Cc1nn(C)c(C)c1N1C(=O)c2cccc3c(Br)ccc(c23)C1=O

compound no.	1	2	3	4	5	6
M18AAP inhibitor	-10	-2	6	0	4	4
SUMO HTRF inh	17	-5	2	-8	5	25
IDE cell inh	-2	0	-1	-1	.	7
pCIP destab	5	0	-18	2	-8	-12
VIM-2 inh	-1.6	-3.7	-3.8	-3.3	-3.5	0.8
IMP-1 inhibitor	-1.8	-3.0	-2.4	-1.5	-1.8	0.7
FID counter	-11	-3	1	-1	-22	-29
HCV NS3 hel inh	-2	1	-3	8	-6	15
IDE cell activ	-3	8	-1	0	-9	-6

7	CC1CCN(C(=O)c2cccc(S(=O)(=O)N3CCCCC3)c2)CC1
8	COc1ccc(/C=C/C(=O)c2ccc(Cl)s2)cc1O
9	CCCCc1ccc(NC(=O)c2ccc(NS(C)(=O)=O)cc2)cc1
10	Clc1ccc(-c2ccnc(-n3cccc3)n2)s1
11	O=c1c2ccccc2c(C=Nc2ccc(O)cc2)c(O)n1Cc1ccccc1
12	CCOc1ccc(NC(=O)CNC(=O)c2cn(-c3ccccc3OC)c(=O)c3ccccc23)cc1

compound no.	7	8	9	10	11	12
M18AAP inhibitor	-3	5	-15	5	0	1
SUMO HTRF inh	6	2	7	19	18	14
IDE cell inh	6	2	1	-9	-6	1
pCIP destab	-8	-16	1	0	4	-5
VIM-2 inh	-2.1	-1.4	-1.3	1.1	-2.3	-3.3
IMP-1 inhibitor	-2.8	-3.3	-1.4	-0.6	-2.3	-3.9
FID counter	-23	6	-3	-5	1	-19
HCV NS3 hel inh	-7	-10	11	0	-1	-2
IDE cell activ	-1	-7	3	-4	8	3

A different layout for part of the listing above:
#8 COc1ccc(/C=C/C(=O)c2ccc(Cl)s2)cc1O
  M18AAP inhibitor: 5
  SUMO HTRF inh: 2
  IDE cell inh: 2
  pCIP destab: -16
  VIM-2 inh: -1.4
  IMP-1 inhibitor: -3.3
  FID counter: 6
  HCV NS3 hel inh: -10
  IDE cell activ: -7
#9 CCCCc1ccc(NC(=O)c2ccc(NS(C)(=O)=O)cc2)cc1
  M18AAP inhibitor: -15
  SUMO HTRF inh: 7
  IDE cell inh: 1
  pCIP destab: 1
  VIM-2 inh: -1.3
  IMP-1 inhibitor: -1.4
  FID counter: -3
  HCV NS3 hel inh: 11
  IDE cell activ: 3
#10 Clc1ccc(-c2ccnc(-n3cccc3)n2)s1
  M18AAP inhibitor: 5
  SUMO HTRF inh: 19
  IDE cell inh: -9
  pCIP destab: 0
  VIM-2 inh: 1.1
  IMP-1 inhibitor: -0.6
  FID counter: -5
  HCV NS3 hel inh: 0
  IDE cell activ: -4
#11 O=c1c2ccccc2c(C=Nc2ccc(O)cc2)c(O)n1Cc1ccccc1
  M18AAP inhibitor: 0
  SUMO HTRF inh: 18
  IDE cell inh: -6
  pCIP destab: 4
  VIM-2 inh: -2.3
  IMP-1 inhibitor: -2.3
  FID counter: 1
  HCV NS3 hel inh: -1
  IDE cell activ: 8

Remaining list, next part.
13	CC1(C)CC(O)C(CCC(O)c2ccccc2)C(C)(C)N1 (stereo unspecified)
14	CCOC(CNC(=O)c1ccc2c(c1)ncn2-c1ccccc1OC)OCC
15	O=C(c1ccc(Cl)cc1)C1CCCN(Cc2cccn2-c2cccnc2)C1 (stereo unspecified)
16	COc1cc(C(=O)Nc2ccc3c(c2)OCO3)c([N+](=O)[O-])cc1OC
17	CCOc1ccc(N=C2NC(=O)C(CC(=O)Nc3ccccc3)S2)cc1 (stereo unspecified)
18	O=c1oc(Nc2cccc(Cl)c2)nc2ccccc12

compound no.	13	14	15	16	17	18
M18AAP inhibitor	-4	-8	1	7	-6	-8
SUMO HTRF inh	-26	33	-12	19	9	21
IDE cell inh	1	-4	0	0	3	4
pCIP destab	-12	8	-10	-9	3	0
VIM-2 inh	-2.2	-1.1	-1.6	-1.1	-2.6	0.2
IMP-1 inhibitor	-3.5	-1.1	-2.0	-3.8	-4.0	-0.3
FID counter	-2	-29	-2	-1	-17	-7
HCV NS3 hel inh	1	-13	4	3	10	12
IDE cell activ	2	-2	-3	6	-3	-2

Of the compounds above, these contain a thiophene ring, fused or not.
8	COc1ccc(/C=C/C(=O)c2ccc(Cl)s2)cc1O
10	Clc1ccc(-c2ccnc(-n3cccc3)n2)s1

compound no.	8	10
M18AAP inhibitor	5	5
SUMO HTRF inh	2	19
IDE cell inh	2	-9
pCIP destab	-16	0
VIM-2 inh	-1.4	1.1
IMP-1 inhibitor	-3.3	-0.6
FID counter	6	-5
HCV NS3 hel inh	-10	0
IDE cell activ	-7	-4

(cont.)
19	COc1ccc(-n2cc(CN(C)C(C)c3ccncn3)c(-c3cccc(F)c3)n2)cc1 (stereo unspecified)
20	CCCc1c(C)nc(N2CCN(c3ccccc3F)CC2)[nH]c1=O
21	CCOc1ccc(C(C)NC(=S)NCc2ccc(F)cc2)cc1 (stereo unspecified)
22	O=C(Nc1ccccc1)c1ccccc1NC(=O)C1CCCCC1
23	CCOC(=O)N1CCN(C(=O)/C(=C/c2cccc3ccccc23)NC(=O)c2ccc(OC)c(OC)c2)CC1
24	Cc1cccc(C(=O)N(Cc2cccs2)C2CCS(=O)(=O)C2)c1 (stereo unspecified)

compound no.	19	20	21	22	23	24
M18AAP inhibitor	-3	-2	-15	0	0	-1
SUMO HTRF inh	-2	8	10	-2	6	10
IDE cell inh	-10	-10	-4	0	0	5
pCIP destab	0	-2	1	5	-16	0
VIM-2 inh	-1.6	-1.0	-0.6	-1.7	-2.5	-2.6
IMP-1 inhibitor	-1.2	-3.5	-1.9	-1.6	-3.6	-3.0
FID counter	-7	-3	-18	0	-15	-21
HCV NS3 hel inh	-4	-4	-9	-2	-8	0
IDE cell activ	6	4	1	-2	2	0

25	c1cncc(-c2nnc3n2CCC3)c1
26	COc1ccc(S(=O)(=O)NCc2ccccc2)cc1Br
27	Cc1[nH]c2ccccc2c1C(O)CN1CCC2(CC1)OCCO2 (stereo unspecified)
28	Cc1nnc(N/N=C/c2ccccc2F)n1N
29	Cc1ccc(NC(=O)c2ccncc2)cc1[N+](=O)[O-]
30	O=C1C(=Cc2cccs2)C(=O)c2ccccc21

compound no.	25	26	27	28	29	30
M18AAP inhibitor	-1	-4	1	8	-1	11
SUMO HTRF inh	23	-2	3	-1	18	2
IDE cell inh	-1	5	3	3	-3	1
pCIP destab	-1	2	4	-4	-10	-4
VIM-2 inh	-3.0	-1.7	1.8	-1.8	-1.4	-0.7
IMP-1 inhibitor	-0.2	0.8	-1.5	-1.1	-2.7	-2.1
FID counter	4	-4	-1	-1	0	-6
HCV NS3 hel inh	5	6	1	8	-8	9
IDE cell activ	0	3	-2	5	2	6

31	CCCCN(C(=O)Cc1cccc(F)c1)c1c(N)n(CCC)c(=O)[nH]c1=O
32	Cc1ccc(CNC(=O)C(=O)c2cn(CC(=O)N3CCCC3)c3ccccc23)cc1
33	O=C(N/N=C/C=C/c1ccccc1[N+](=O)[O-])c1cccs1
34	CCN(CC)CC#CCC(O)(c1ccccc1)c1ccc(Br)cc1 (stereo unspecified)
35	CCC(C)N1CCN(C(=O)c2cccs2)CC1 (stereo unspecified)
36	COc1ccc(/C=C(/C(=O)Nc2ccccc2C(=O)N2CCCC2)c2ccccc2)cc1

compound no.	31	32	33	34	35	36
M18AAP inhibitor	-18	3	8	-4	-3	2
SUMO HTRF inh	2	14	-8	11	.	-1
IDE cell inh	-10	-2	8	-1	0	-1
pCIP destab	-6	3	8	-6	.	2
VIM-2 inh	-2.0	-4.0	-2.8	0.2	-2.3	-0.1
IMP-1 inhibitor	-2.0	-4.3	-3.5	0.8	-2.1	-2.9
FID counter	-1	-44	1	12	3	-39
HCV NS3 hel inh	-2	2	-2	-40	1	-6
IDE cell activ	3	5	1	8	0	-1

37	CCCN(CCC)CCNc1c(NC2CCN(C(=O)OCC)CC2)c(=O)c1=O
38	Cc1nnsc1C(=O)NC(C)C12CC3CC(CC(C3)C1)C2 (stereo unspecified)
39	O=C1C2C(C(=O)N1c1nccs1)C1C=CC2C12CC2 (stereo unspecified)
40	CC1C=CCC2C(=O)N(c3ccccc3OC(=O)c3cccs3)C(=O)C12 (stereo unspecified)
41	O=C(CN1CC[n+]2c(-c3ccccc3)csc21)c1ccc(Br)cc1
42	CN1CCN(C(=O)c2ccc3c(=O)n(-c4ccc(F)cc4)c(=S)[nH]c3c2)CC1

compound no.	37	38	39	40	41	42
M18AAP inhibitor	3	-7	-7	-1	7	-2
SUMO HTRF inh	3	0	16	14	8	28
IDE cell inh	-3	2	1	4	1	2
pCIP destab	-4	11	-3	-11	-48	4
VIM-2 inh	-3.8	-2.0	1.9	-1.4	0.3	-1.1
IMP-1 inhibitor	-3.2	-0.7	-0.1	1.8	-0.8	-3.6
FID counter	0	-20	-3	-13	1	2
HCV NS3 hel inh	11	-8	-4	2	-9	14
IDE cell activ	-7	-1	4	2	.	5

43	N#Cc1cccc(NC(=O)CC2CCCCC2)c1
44	O=C(COc1ccc([N+](=O)[O-])cc1Cl)NCCc1ccccc1
45	CC1CCCC(NS(=O)(=O)c2cc3c(cc2Cl)NC(=O)CO3)C1C (stereo unspecified)
46	Cc1cccc2cc3c(N)c(C(=O)N4CCCc5ccccc54)sc3nc12
47	NS(=O)(=O)c1ccc(CCNC(=O)C(=O)c2cn(CC(=O)N3CCOCC3)c3ccccc23)cc1

compound no.	43	44	45	46	47
M18AAP inhibitor	1	-2	-2	0	3
SUMO HTRF inh	-1	-7	-2	17	7
IDE cell inh	0	0	4	7	2
pCIP destab	5	-2	0	-1	-17
VIM-2 inh	-5.9	0.2	-4.6	-4.6	-2.7
IMP-1 inhibitor	-4.4	-4.3	-1.3	-2.8	-2.3
FID counter	-5	-13	-23	-6	-28
HCV NS3 hel inh	11	2	-10	-3	7
IDE cell activ	1	-3	4	-8	-1
